Screening data (PubChem)
MITF primary = human MITF inhibition, primary screen; O75030; AlphaScreen MITF homodimerization, bead proximity signal; inhibition, % at 2.6 µM; 650,000 compounds, 0.91% hits; AID 1259374; in the data active = inhibition above about 50%;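 note: 0% = vehicle wells with protein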
Target sequence (O75030 whole entry, looked up): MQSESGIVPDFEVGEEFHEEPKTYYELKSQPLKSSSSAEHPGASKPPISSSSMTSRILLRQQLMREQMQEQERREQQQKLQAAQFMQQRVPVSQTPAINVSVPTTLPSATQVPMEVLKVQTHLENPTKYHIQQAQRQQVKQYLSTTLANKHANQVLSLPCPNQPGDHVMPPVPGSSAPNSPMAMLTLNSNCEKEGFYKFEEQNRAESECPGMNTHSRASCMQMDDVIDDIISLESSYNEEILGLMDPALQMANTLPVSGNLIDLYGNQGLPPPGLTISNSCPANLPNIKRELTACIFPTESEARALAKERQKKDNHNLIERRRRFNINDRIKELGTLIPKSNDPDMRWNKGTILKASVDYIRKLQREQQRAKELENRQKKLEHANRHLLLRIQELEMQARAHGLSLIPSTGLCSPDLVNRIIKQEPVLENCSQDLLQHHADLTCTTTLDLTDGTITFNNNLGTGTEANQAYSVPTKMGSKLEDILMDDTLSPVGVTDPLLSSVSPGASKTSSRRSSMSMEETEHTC
GPR151 ag = activators of human GPR151. Q8TDV0. PathHunter beta-arrestin GPR151 cells, luminescence. activation, % at 11.2 µM. 650,000 compounds, 1% hits. AID 1508602; in the data active = activation above about 4.9%;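 note: 0% = median of compound wells and 100% = cells with positive control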
Target sequence (Q8TDV0 whole entry, looked up): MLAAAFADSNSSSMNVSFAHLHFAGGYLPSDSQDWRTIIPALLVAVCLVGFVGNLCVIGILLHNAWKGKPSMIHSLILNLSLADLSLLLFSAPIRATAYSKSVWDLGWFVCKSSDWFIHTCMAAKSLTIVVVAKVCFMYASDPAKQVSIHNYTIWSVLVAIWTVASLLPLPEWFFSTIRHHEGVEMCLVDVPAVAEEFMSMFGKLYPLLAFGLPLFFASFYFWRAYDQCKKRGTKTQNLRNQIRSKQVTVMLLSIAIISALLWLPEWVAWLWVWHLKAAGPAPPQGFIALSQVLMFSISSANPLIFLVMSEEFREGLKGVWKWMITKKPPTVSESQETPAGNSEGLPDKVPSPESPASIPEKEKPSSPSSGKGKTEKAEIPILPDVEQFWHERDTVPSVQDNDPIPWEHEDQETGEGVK
TEAD-YAP block = TEAD-YAP interaction inhibition; HEK-TIYL cells, TEAD-Gal4/YAP UAS-luciferase luminescence; inhibition, % at 9.12 µM; 640,000 compounds, 1.4% hits; AID 1259422; in the data active = inhibition above about 32%;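 note: 0% = median of test compound wells and 100% = reference inhibitor wells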
FBW7 activator = human FBW7 E3 ligase activation, primary screen | Q969H0 | AlphaScreen FBW7–phospho-cyclin E peptide binding, activator screen | normalized activity (activation), % at 26.1 µM | 650,000 compounds, 0.13% hits; in the data active = normalized activity above about 1.9%;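 note: purified mutant Fbw7 with reduced substrate affinity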
Numbers without * were called inactive; & = joins results of further samples.

The opening 3 entries as a preview:
molecule	MITF primary	GPR151 ag	TEAD-YAP block	FBW7 activator
CCCCCCCC(=O)NC1C(OC(C)=O)OC(COC(C)=O)C(OC(C)=O)C1OC(C)=O (stereo unspecified)	-16.7	-0.6	4.3	0.0
CC(=O)OCC#CCSc1nc2ccccc2o1	-11.3	-0.9	-26.1	0.1
O=C(Nc1ccc(F)c(F)c1)c1cc(S(=O)(=O)N2CCc3ccccc32)ccc1F	1.6	0.6	10.8	-0.1

All compounds of this part, previewed entries included:
molecule	MITF primary	GPR151 ag	TEAD-YAP block	FBW7 activator
CCCCCCCC(=O)NC1C(OC(C)=O)OC(COC(C)=O)C(OC(C)=O)C1OC(C)=O (stereo unspecified)	-16.7	-0.6	4.3	0.0
CC(=O)OCC#CCSc1nc2ccccc2o1	-11.3	-0.9	-26.1	0.1
O=C(Nc1ccc(F)c(F)c1)c1cc(S(=O)(=O)N2CCc3ccccc32)ccc1F	1.6	0.6	10.8	-0.1
COc1ccc(-c2nc(C(=O)Nc3ccccc3)cs2)cc1	9.8	-2.0	8.9	0.3
Cc1ccc(C(=O)C2C(=O)c3ccccc3C2=O)cc1	18.1	0.1	-5.4	0.0
C=CCNS(=O)(=O)c1ccc(F)c(C(=O)Nc2ccccc2OCC)c1	7.3	-2.5	1.9	0.2
c1csc(C2C3=C(Nc4ncnn42)c2ccccc2CC3)c1 (stereo unspecified)	11.3	-0.4	26.3	0.1
CC(NCc1ccc(F)cc1)C(=O)NC1CCCCC1 (stereo unspecified)	0.8	-0.7	-43.7	-0.5
COc1ccccc1OCC(=O)OCC(=O)c1cc(C)n(CC2CCCO2)c1C (stereo unspecified)	10.5	2.6	-0.8	0.2
N#Cc1cc(N2CCCC2C(=O)O)c([N+](=O)[O-])cc1C#N (stereo unspecified)	-2.8	0.3	-3.3	0.0
Cc1cc(C)nc(NC(=O)c2cc(Cl)ccc2Cl)n1	12.2	-1.5	-5.5	0.1
Cc1ccc(S(=O)(=O)N2CCCC(C(=O)NCCCOC(C)C)C2)cc1 (stereo unspecified)	6.9	-0.2	-1.2	-0.1
CC1CCN(C(=O)c2ccc(N3C(=O)C4CC=CC(C)C4C3=O)cc2)CC1 (stereo unspecified)	1.9	0.0	11.9	-0.4
Cc1ccc2c(C)nc(N3CCCC(N[C@@H]4CS(=O)(=O)C[C@H]4O)CC3)nc2c1 (stereo partly specified)	-20.0	-0.5	9.4	0.1
CCCCN(C)CCNC(=O)COc1cc(=O)n(C)c2ccccc12	13.1	-0.7	1.1	0.1
COc1ccc(/C=C/C(=O)NCCC(=O)O)cc1	13.2	-0.4	3.8	0.1
Cc1ccc(C(C)NC(=O)c2ccoc2C)cc1C (stereo unspecified)	-3.1	0.4	10.0	-0.2
Cc1c(C(=O)Nc2ccc3c(c2)OCO3)sc2ncnc(N3CCN(c4ccccc4)CC3)c12	6.2	-0.8	-4.7	0.2
O=S(=O)(/C=C/c1ccccc1)N1CCN(c2ncccn2)CC1	-1.5	1.0	-1.1	0.3
N#Cc1cc([N+](=O)[O-])ccc1NCC1COc2ccccc2O1 (stereo unspecified)	19.9	-1.8	-44.6	0.1
CC1=C(C(N)=O)C(c2ccc(Cl)cc2)n2nc(-c3cccs3)nc2N1 (stereo unspecified)	12.3	1.3	9.2	0.0
CCOC(=O)/C=C1/SCC(=O)N1Cc1cc([N+](=O)[O-])cc2c1OCOC2	10.5	1.6	-1.6	0.1
COC(=O)c1ccccc1NC(=O)c1sc2nc(C)nc(N3CCCCC3C)c2c1C (stereo unspecified)	8.6	-0.5	10.4	0.5
O=C(CNc1ccc2ccccc2c1)N/N=C/c1ccc(Cl)cc1	-1.6	-0.7	7.4	0.0
O=C(c1c(Cl)cccc1Cl)N1CCc2ccccc2C1	12.7	0.8	4.0	-0.1

Next part
molecule	MITF primary	GPR151 ag	TEAD-YAP block	FBW7 activator
COc1cccc(C(=O)Nc2ccc3oc(-c4ccc(C(C)(C)C)cc4)nc3c2)c1	5.1	1.4	-3.1	-0.3
O=C(Nc1nn2cnnc2s1)c1ccco1	-1.2	-2.4	-6.3	-0.1
CCCCc1c(O)nc(SCC(=O)N2CCOCC2)n(-c2ccc(OC)cc2)c1=O	14.5	-0.4	-0.2	0.0
CC(=O)C1=C(O)C(=O)N(Cc2ccco2)C1c1ccc(C)cc1 (stereo unspecified)	-9.3	0.3	-8.5	0.0
Cc1nc(C#N)c(N/N=C/c2ccc(N(C)C)cc2)o1	2.7	-2.1	32.9*	-0.2
COc1ccc(CN2CCN(C(C)C)C(CCO)C2)c2ccccc12 (stereo unspecified)	0.6	0.6	0.1	-0.1
CCCCN(CC)C(=O)c1sc2nc(C)nc(N3CCOCC3)c2c1C	5.7	-0.9	-11.5	0.0
CC1=C(C(N)=O)C(c2ccc(O)cc2)n2nc(-c3cccc(Cl)c3)nc2N1 (stereo unspecified)	12.7	-0.7	5.1	0.0
COc1ccc(-n2cccc2/C=C2\NC(=O)N(CC(=O)Nc3cccc(C)c3)C2=O)cc1	7.4	0.2	-5.2	0.0
COc1ccccc1-c1nnc2sc(Cc3ccccc3)nn12	8.9	-1.4	-16.6	-0.2
Cc1cc(-c2ccccc2)nc(SCC(=O)O)n1	-11.1	-0.4	-5.3	0.0
O=C(Nc1cccc(Cl)c1)c1ccccc1Cl	-9.4	-0.6	-38.6	0.0
O=C(Nc1ccc(Oc2ccc3ccccc3c2Cl)c(Cl)c1)c1ccccc1	-3.8	-0.8	13.9	0.0
CCOC(=O)c1sc2c(c1NC(=O)CSc1ncnc3sc4c(c13)CCC(C)C4)CCC(C)C2 (stereo unspecified)	3.7	-0.3	1.4	-0.2
CCCC/C=C/c1cnc2ccc(NCc3ccccn3)nn12	-5.8	-0.4	26.8	-0.1
CCCCCCc1cc2cc(C(N)=O)c(=NCc3ccccc3)oc2cc1O	19.0	-1.4	0.6	1.4
Cc1ccc2nc(-c3ccccc3Cl)cn2c1	-6.1	-6.9	93.2*	-0.2
CC(C)C(=O)/C=C1/Sc2ccccc2N1C	2.8	0.4	-13.5	-0.1
COc1ccc(/C=C/C(=O)NC(=S)NCCOc2ccccc2OC)cc1OC	11.1	0.3	-0.7	0.0
CNc1nc2c(-c3ccc(Cl)cc3)nnn2c2ccccc12	8.0	4.1	9.2	0.1
Cc1cc(NS(=O)(=O)c2ccc(NC(=O)COc3ccc(C(C)C)c(C)c3)cc2)nc(C)n1	0.7	-0.9	4.8	0.1
O=C1CC(C(=O)Nc2cccc(C(F)(F)F)c2)n2ncnc2N1 (stereo unspecified)	3.1	0.3	5.7	-0.2
Cc1ccc(CNC(=O)C2CCCN(C3CCN(Cc4ccccc4)CC3)C2)cc1 (stereo unspecified)	9.0	1.0	3.6	-0.1
Cc1ccccc1NC(=O)c1c(NC(=O)c2ccc([N+](=O)[O-])cc2)sc2c1CCCCC2	20.4	0.8	8.8	0.1
Cc1c2cnn(-c3ccccc3)c(=O)c2c(C)n1C(C)C(=O)N1CCOCC1 (stereo unspecified)	-4.8	3.4	7.7	-0.1

Other entries:
molecule	MITF primary	GPR151 ag	TEAD-YAP block	FBW7 activator
COc1ccc(Nc2c(-c3ccc(N4CCOCC4)cc3)nc3cnccn23)cc1	5.1	0.3	-38.7	0.0
CN(/N=C/c1cccc([N+](=O)[O-])c1)C1=NS(=O)(=O)c2ccccc21	-7.8	-1.0	-9.5	0.0
COc1ccccc1NC(=O)c1ccc(NC(=O)COC(=O)c2ccc(O)cc2)cc1	-0.2	5.4*	12.8	-0.4
Cc1cccc(C(=O)N2c3ccccc3N3C(c4c(C)cc(C)cc4C)=NON23)c1	10.3	0.1	9.4	0.2
CCOc1ccccc1NC(=O)C1CCCN(S(=O)(=O)c2c(C)noc2C)C1 (stereo unspecified)	3.4	-0.3	2.1	0.1
COC(=O)CN1C(c2ccccc2Br)=Nc2ccc(Br)cc2C1c1ccccc1 (stereo unspecified)	-2.5	-0.2	3.6	0.1
Cc1cc(/C=N/N2C(=O)c3ccccc3C2=O)c(C)n1-c1ccc(N(C)C)cc1	-1.6	-0.1	4.7	-0.2
O=C(COc1coc(CN2CCN(c3cccc(Cl)c3)CC2)cc1=O)N1CCOCC1	6.4	0.5	-8.7	-0.1
CCCNC(=O)c1ccc2c(c1)ncn2-c1cccc(C)c1	-17.4	-0.3	-17.9	0.0
CCC1CCCCN1C(=O)c1sc2ncnc(N3CCN(c4ccccc4F)CC3)c2c1C (stereo unspecified)	-1.4	1.5	-2.9	-0.3
CCC(c1nnnn1Cc1ccccc1)N1CCN(C(=O)c2ccco2)CC1 (stereo unspecified)	-2.2	0.8	7.3	-0.2
Cc1ccc(-c2nc3ccccc3[nH]2)cc1NC(=O)c1cc(I)ccc1Cl	6.6	-0.8	-10.8	0.0
O=c1[nH]c(SCc2nc3ccc([N+](=O)[O-])cc3[nH]2)nc2ccccc12	22.8	1.3	6.3	0.0
Cc1cc(C)c(C(=O)N2CC(=O)N(c3ccccc3C)C(C)C2)[nH]1 (stereo unspecified)	16.5	1.0	-0.2	0.8
O=C(Nc1ccc(-c2nnc3n2CCCCC3)cc1)c1ccc(Br)o1	-12.0	-0.5	2.2	-0.2
Cc1ccc(Nc2cc(N(C)C)c3nonc3c2[N+](=O)[O-])c(C)c1	7.4	-0.7	9.6	0.1
CCOC(=O)c1c(C)[nH]c(/C(C)=N\O)c1C	10.6	0.1	-5.8	-0.2
Cc1ccc(-c2ccc(C=C3C(=O)N(C)C(=S)N(C)C3=O)o2)cc1[N+](=O)[O-]	-2.7	-0.4	-3.2	0.0
COc1cc(Br)c(C2C(C(=O)OCCOc3ccccc3)=C(C)NC3=C2C(=O)CC(c2ccccc2)C3)cc1OC (stereo unspecified)	10.3	0.6	-2.5	-0.1
CC(=O)Oc1ccc2c(=O)c(-c3csc(C)n3)coc2c1	-4.9	-6.8	-12.6	-0.1
CC1(C)OC(=O)NC1=O	-1.3&8.3	-0.6&0.7	-4.0	-0.1&0.0
O=S(=O)(Nc1ccc(N2CCC(NCc3ccco3)CC2)cc1)c1ccccc1	3.9	0.9	-6.8	-0.2
Cc1sc2nc(-c3ccccc3Cl)n(CC#N)c(=O)c2c1C	-1.0	1.8	-15.3	0.1
CN(C)[C@@H]1CCN(Cc2cccc(Cl)c2)C[C@@H]1CCC(=O)NCCO	-7.6	0.9	-2.8	-0.1
CC(C)(C)c1ccc(/C=C2\N=C(c3ccccc3Br)OC2=O)cc1	10.9	-0.1	3.9	0.1

Further records.
molecule	MITF primary	GPR151 ag	TEAD-YAP block	FBW7 activator
COc1ccc(-c2c(C)c3cc(OS(C)(=O)=O)ccc3oc2=O)cc1	9.7	0.7	-16.4	-0.2
N#CC(C#N)=C1C=CC=CN1/C(=C\c1cccc(F)c1)C(=O)c1ccccc1	15.5	-0.7	-9.4	1.4
CN(C)c1ccc(NC2CC(=O)N(c3cccc4ccccc34)C2=O)cc1 (stereo unspecified)	33.3	5.6*	5.0	0.4
COc1ccc(C(=O)CSc2nnc(-c3ccco3)n2-c2ccccc2)cc1	-4.3	-0.3	8.9	0.0
COc1cccc(N2CCN(C(=O)CCCC3=NS(=O)(=O)c4ccccc4N3)CC2)c1	-2.7	-0.4	-0.5	0.2
CCC(CC)c1nnc(NC(=O)C(C)N2C(=O)c3ccccc3C2=O)s1 (stereo unspecified)	7.6	2.9	2.1	-0.9
COc1ccc(NC(=O)c2ccccc2C(F)(F)F)cc1	11.6	-1.1	-11.6	0.0
Cc1ccc(-c2c(C)nn3c(NCCO)c(C)c(C)nc23)cc1	18.9	-1.4	0.8	0.8
COc1ccc(C(c2nnnn2C2CCCCC2)N2CCN(Cc3ccncc3)CC2)cc1 (stereo unspecified)	8.3	-0.5	2.2	0.0
COc1nc(NCCOc2ccccc2)nc(Nc2cccnc2)n1	-13.9	1.4	-1.0	-0.1
COc1ccc(S(=O)(=O)N2CCN(C3CCC(C)CC3)CC2)cc1 (stereo unspecified)	20.7	1.1	2.0	0.6
COc1ccc(C2C(C(=O)Nc3cc(OC)ccc3OC)c3ccccc3C(=O)N2c2ccc(OC)cc2)cc1 (stereo unspecified)	-11.0	-0.7	6.9	-0.1
CCOC(=O)C(Sc1nc(C)ccc1C#N)C(C)=O (stereo unspecified)	7.8	0.1	-6.0	0.6
N#CC1=C(N)N(c2ccc(Br)cc2)C2=C(C(=O)CCC2)C1c1cccs1 (stereo unspecified)	-0.4	-0.4	9.0	0.0
CCN1C(=O)C2C(c3ccc(N(C)C)cc3)NC(C)(C(=O)OC)C2C1=O (stereo unspecified)	6.0	2.0	-1.5	0.6
Nc1c(C(=O)c2ccccc2)sc2nc(C3CC3)cc(-c3ccco3)c12	-2.7	-0.1	6.8	0.6
O=C1CC(N2CCSCC2)C(=O)N1c1cccc(Br)c1 (stereo unspecified)	-7.0	-1.0	5.2	-0.2
CCC(C)Oc1cccc(OCCCN2CCN(C)CC2)c1 (stereo unspecified)	4.3	0.2	-1.2	-0.3
CCOC(=O)C1CCCN(c2cc(NCCCO)c([N+](=O)[O-])c3nonc23)C1 (stereo unspecified)	2.2	0.2	3.2	-0.3
Cc1noc(/C=C\c2cn(C)c3ccccc23)c1[N+](=O)[O-]	-6.6	2.9	-8.6	0.0
Cc1c(C(=O)N(C)c2ccccc2)sc2nc(-c3ccccc3)cn12	6.6	-6.6	-85.0	0.3
